APEX1 inh: qHTS Assay for Inhibitors of the Human Apurinic/apyrimidinic Endonuclease 1 (APE1); 350,000 compounds, 0.35% hits; DNA repair nuclease/redox regulator APEX1 (Homo sapiens), P27695; AID 2517, 2012; recombinant APE1, TAMRA/BHQ-2 abasic DNA cleavage fluorescence; Potency, µM (series often up to 65.8 µM), inactives show at the top dose activity change, negative = inhibition, actives largely listed as inhibitors;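 note: plate controls were vehicle for no effect and reference inhibitor for full effect; nearly all actives have a fitted effect of over 55% in size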
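Readout is kinetic fluorescence (ex 525, em 598 nm) from cleavage of 50 nM TAMRA/BHQ-2 THF abasic duplex by 0.75 nM APE1, compound added 15 min beforehand at RT.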
POLH inh: qHTS for Inhibitors of Polymerase Eta | DNA polymerase eta (Homo sapiens), Q9Y253 | recombinant Pol eta, fluorescent DNA replication assay | Potency, µM (series often up to 114 µM), inactives show at the highest dose activity change, negative = inhibition, most hits filed as inhibitors | 390,000 compounds, 1.2% hits | AID 588591, 2011; note: % is set by controls: 0 for no effect and ±100 for the full control effect
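Fluorescent replication assay: 50 nM final substrate added after a 15 min room-temperature compound preincubation with 10 nM enzyme. Signal taken at 0 min and again at 10 min.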
BLM helicase inh: qHTS Assay for Inhibitors of Bloom's syndrome helicase (BLM); RecQ-like DNA helicase BLM (Homo sapiens), P54132; recombinant BLM DNA unwinding, fluorescence dequenching; Potency, µM (series often up to 56.1 µM), for the others: at the highest dose activity change, negative = inhibition, hits mostly inhibitors; 350,000 compounds, 0.2% hits; AID 2528, 2010;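 note: plate controls were vehicle for no effect and no enzyme for full effect; nearly all actives have a fitted effect of over 35% in size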
Pol iota inh: qHTS for Inhibitors of Polymerase Iota | 390,000 compounds, 1% hits | DNA polymerase iota (Homo sapiens), Q9UNA4 | Potency, µM (highest dose often 115 µM), for inactives: at the highest dose activity, negative = inhibition, hits mostly inhibitors | Pol iota fluorescent replication assay, 10 min
Target sequence (Q9UNA4 whole entry, looked up): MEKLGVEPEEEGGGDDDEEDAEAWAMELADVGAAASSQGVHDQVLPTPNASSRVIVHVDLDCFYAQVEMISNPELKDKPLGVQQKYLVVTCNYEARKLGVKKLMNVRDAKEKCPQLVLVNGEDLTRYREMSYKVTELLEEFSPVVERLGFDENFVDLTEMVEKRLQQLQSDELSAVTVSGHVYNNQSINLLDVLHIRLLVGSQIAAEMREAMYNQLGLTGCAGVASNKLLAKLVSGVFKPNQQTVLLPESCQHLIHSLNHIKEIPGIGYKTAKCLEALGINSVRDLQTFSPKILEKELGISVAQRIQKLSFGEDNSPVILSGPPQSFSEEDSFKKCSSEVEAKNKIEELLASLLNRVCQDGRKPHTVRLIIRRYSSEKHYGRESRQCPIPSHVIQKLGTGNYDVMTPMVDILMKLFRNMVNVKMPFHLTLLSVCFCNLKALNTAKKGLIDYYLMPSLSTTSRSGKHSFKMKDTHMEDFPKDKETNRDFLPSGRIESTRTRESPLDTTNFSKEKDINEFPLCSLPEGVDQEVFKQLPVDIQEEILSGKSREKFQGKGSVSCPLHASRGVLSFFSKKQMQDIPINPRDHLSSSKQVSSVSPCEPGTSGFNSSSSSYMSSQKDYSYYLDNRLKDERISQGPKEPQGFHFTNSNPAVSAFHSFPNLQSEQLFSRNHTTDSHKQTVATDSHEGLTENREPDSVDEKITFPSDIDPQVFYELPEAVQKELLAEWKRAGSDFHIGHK
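Fluorescent replication assay read twice, at 0 min and 10 min after adding 50 nM (final) substrate. Enzyme (10 nM) and compounds were first incubated 15 min at room temperature; enzyme-free buffer wells were negative controls.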
POLK inh: qHTS for Inhibitors of Polymerase Kappa | Potency, µM (top dose mostly 107 µM), for inactives: top-dose activity, negative = inhibition, hits mostly inhibitors | DNA polymerase kappa (Homo sapiens), Q9UBT6 | AID 588579, 2011 | 400,000 compounds, 0.53% hits | purified Pol kappa, fluorescent DNA synthesis assay, 10 min; note: % is set by controls: 0 for no effect and ±100 for the full control effect
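10 nM Pol kappa was preincubated with compounds for 15 min at room temperature. Reaction started with 50 nM (final) substrate. Fluorescence read kinetically at 0 and 10 min.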
Anesthetic bind: qHTS Assay for Identification of Novel General Anesthetics. AID 485281, 2010. Ferritin light chain (Equus caballus), P02791. 350,000 compounds, 0.074% hits. apoferritin/1-aminoanthracene competitive binding, fluorescence. Potency, µM (doses to about 77.5 µM), inactives show at the top dose activity change, negative = displacement, most hits filed as inhibitors; note: % is set by controls: 0 for no effect and ±100 for the full control effect; nearly all actives have a fitted effect of over 20% in size
Target sequence (P02791 2-175 limits assumed): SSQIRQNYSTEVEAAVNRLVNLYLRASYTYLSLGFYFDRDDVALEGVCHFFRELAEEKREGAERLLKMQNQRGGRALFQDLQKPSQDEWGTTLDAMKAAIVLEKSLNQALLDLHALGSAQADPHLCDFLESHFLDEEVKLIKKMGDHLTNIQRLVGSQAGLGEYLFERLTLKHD
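10 uM apoferritin + 50% sat. 1-AMA, PBS; cpd 10 min RT; Ex380/Em535 endpoint; normalized to free probe vs complex; 4-param Hill fit; propofol titration as pos. ctrl.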
POLB inh: qHTS Assay for Inhibitors of DNA Polymerase Beta; Potency, µM (highest dose often 114 µM), inactives show at the top dose activity change, negative = inhibition, actives largely listed as inhibitors; 340,000 compounds, 1.3% hits; P06746; Pol beta primer extension/strand displacement, fluorescence kinetic; AID 485314, 2010; note: % is set by controls: 0 for no effect and ±100 for the full control effect
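Kinetic readout of DNA synthesis with strand displacement by Pol beta. Compound and 10 nM enzyme sit 15 min at room temperature; 50 nM substrate starts the reaction, read immediately and at 10 min.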
G9a inh: qHTS Assay for Inhibitors of Histone Lysine Methyltransferase G9a. Histone-lysine N-methyltransferase EHMT2 (Homo sapiens), Q96KQ7. G9a H3K9 monomethylation, AlphaScreen, 2 h. Potency, µM (doses to about 102 µM), for inactives: top-dose activity, negative = inhibition, hits mostly inhibitors. 350,000 compounds, 8.8% hits; note: % is set by controls: 0 for no effect and ±100 for the full control effect; nearly all actives have a fitted effect of over 75% in size
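Chemiluminescent proximity detection of H3K9 monomethylation, read after 10 min bead incubation in the dark. Reaction: 20 nM G9a, 500 nM biotin-H3K9 peptide, 20 uM SAM cofactor, 2 h, room temperature, following 15 min enzyme-compound preincubation.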
BAZ2B block: qHTS Assay for Inhibitors of BAZ2B; AlphaScreen BAZ2B-H3K14Ac peptide displacement; Potency, µM (top dose mostly 114 µM), for the others: top-dose activity change, negative = inhibition, actives largely listed as inhibitors; 360,000 compounds, 4.4% hits; AID 504333, 2011; note: % is set by controls: 0 for no effect and ±100 for the full control effect; nearly all actives have a fitted effect of over 60% in size
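AlphaScreen displacement of biotin-H3(5-23)K14Ac peptide (50 nM final) from BAZ2B (50 nM final) in PBS pH 7.4, 0.01% Tween-20; complex preformed 30 min RT, then compounds (top 110 uM) 30 min RT, beads 20 min dark.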
* marks the source's active call; other numbers are inactive results; ? = inconclusive; · = not tested or not shown; & = joins results of further samples; [ ] = remark or other dose. Calls come from the whole dose curve; as a rule, active = well fitted curve in the direction sought with a large enough effect; inconclusive = small, poorly fitted or top-dose-only effect, or another doubt; inactive = no such curve, though single readings can be large; an effect the other way counts as inactive or inconclusive. Potency is the fitted concentration of half-maximal effect. Some of the compounds tested, so the mix of outcomes need not match the whole.

The first four compounds (preview)
Below each SMILES: POLK inh, BAZ2B block, BLM helicase inh, POLB inh, Pol iota inh, Anesthetic bind, G9a inh, APEX1 inh, POLH inh
> COc1ccc(/C=N/OCC(=O)N2CC3(C)CC2CC(C)(C)C3)cc1 (stereo unspecified)
→ -6%, 3%, -1%, 3%, 45%[activator], ?, -4%[59 µM], -2%, -13%
> O=C(NCc1ccc2c(c1)OCO2)c1nn2cccnc2c1Cl
→ -8%, -4%, -2%, 11%, 18%, -16%, 5%[59 µM], 4%, -21%
> COc1ccc(NC2c3ccccc3C(=O)N2c2cccnc2)cc1Cl (stereo unspecified)
→ -4%, -23%, -1%, -22%, 8%, 1%, -12%, -4%, -17%
> COc1ccc(-c2ccc(-c3nnn(CC(C)=O)n3)cc2)cc1
→ -23%, 8%, -2%, 5%, 69%[activator], 4%, 8%[59 µM], 15%, -7%

The whole of this part, from the first entry:
Below each SMILES: POLK inh, BAZ2B block, BLM helicase inh, POLB inh, Pol iota inh, Anesthetic bind, G9a inh, APEX1 inh, POLH inh
> COc1ccc(/C=N/OCC(=O)N2CC3(C)CC2CC(C)(C)C3)cc1 (stereo unspecified)
→ -6%, 3%, -1%, 3%, 45%[activator], ?, -4%[59 µM], -2%, -13%
> O=C(NCc1ccc2c(c1)OCO2)c1nn2cccnc2c1Cl
→ -8%, -4%, -2%, 11%, 18%, -16%, 5%[59 µM], 4%, -21%
> COc1ccc(NC2c3ccccc3C(=O)N2c2cccnc2)cc1Cl (stereo unspecified)
→ -4%, -23%, -1%, -22%, 8%, 1%, -12%, -4%, -17%
> COc1ccc(-c2ccc(-c3nnn(CC(C)=O)n3)cc2)cc1
→ -23%, 8%, -2%, 5%, 69%[activator], 4%, 8%[59 µM], 15%, -7%
> Cc1ccc(NC(=O)CN2CCC(C(N)=O)CC2)cc1[N+](=O)[O-]
→ 11%, -8%, 0%, 75%, 4%, -10%, 10%, ?, -9%
> CCOC(=O)c1ccc(NS(=O)(=O)c2ccc(SC)cc2)cc1
→ -7%, 2%, -19%, -14%, 79µM*, ?, -7%[12.7 µM], -8%, -4%
> O=S(=O)(c1cccc(-c2nn3c(-c4ccncc4)nnc3s2)c1)N1CCOCC1
→ ·, 3%, -2%, 23%, ·, 5%, -41%[12.7 µM], 13%, ·
> O=C(NCc1ccccc1F)C(=O)NCC1CCCN1S(=O)(=O)c1ccccc1 (stereo unspecified)
→ -1%, 6%, ·, ·, 29%, ·, -25%, 15%, -1%
> COc1cccc(NC(=O)Cn2nnc(-c3nc(-c4ccccc4)no3)c2N)c1
→ -11%[60.1 µM], -31%, -7%, 18µM*, 89µM*, 3%, -43%[59 µM], ·, -4%
> CCc1ccc(/C=C2/C(=O)NC(=O)N2C(C)=O)cc1
→ -12%, -7%, -4%, 4%, 57%, -3%, 39%[0.501 µM], -1%, 3%
> Nc1nc2n(n1)C(c1ccccc1Cl)CC(c1ccc(F)cc1)N2 (stereo unspecified)
→ -21%, -3%, 1%, 2%, -16%, 3%, 2%, -3%, -10%
> CN(c1ccc(C(=O)NCCC2=CCCCC2)cc1)S(C)(=O)=O
→ -19%, 1%, -1%, 40%, 10%, -19%, 10%[59 µM], 14%, -15%
> Cc1cc(=O)n2nc(N3CCCC(C(=O)NCc4ccco4)C3)sc2n1 (stereo unspecified)
→ -3%, 0%, 1%, -1%, 15%, -10%, 1%[12.7 µM], -1%, 3%
> NC1=NS(=O)(=O)NC1c1cccc(F)c1 (stereo unspecified)
→ -7%, -3%, -3%, 29%, 10%, -1%, -33%, 8%, -21%
> COc1ccc(-n2nc(C(=O)NCC(=O)N3CCN(c4ccccc4OC)CC3)c3ccccc3c2=O)c(OC)c1
→ -19%, -13%, -3%, -9%, 95%[activator], -9%, -74%, 8%, -5%
> CCCc1cc(C(=O)Cc2ccc(F)cc2)c(O)cc1O
→ -13%, 9%, -17%, 6%, 5%, -14%, -12%[12.7 µM], -7%, ?
> COc1ccccc1N1CCN(CCN(C(=O)c2ccc(F)cc2)c2ccccn2)CC1
→ -7%[60.1 µM], -4%, ·, 7%[57.1 µM], 0%, ·, 17%[12.7 µM], 10%&1%, -5%
> Cn1c(=O)c2c(nc(Oc3ccccc3Br)n2C)n(C)c1=O
→ 0%, -12%, -2%, 4%, 29%, 0%, -1%, 18%, -10%
> COc1ccccc1NS(=O)(=O)c1cc(NC(=O)c2cc(F)c(F)c(F)c2F)ccc1N1CCOCC1
→ -7%, ·, ·, ·, 12%, ·, ·, 5%, -25%
> COCCCNC(=O)c1ccc2c(c1)CCN2S(C)(=O)=O
→ 0%, 4%, 3%, 38%[activator], 2%[58.9 µM], -9%, 7%[59 µM], -5%, -1%
> Cc1ccc(C(=O)N2CC(C)OC(C)C2)cc1S(=O)(=O)N1CCCCC1 (stereo unspecified)
→ 13%, 0%, ·, ·, 0%, ·, -12%[12.7 µM], 12%, -19%
> CS(=O)(=O)N(Cc1ccccc1)c1ccc(C(=O)Nc2ccc3c(c2)OCO3)cc1
→ -14%, 6%, 4%, -4%, 6%, -1%, ?, -4%, 10%
> CSc1cccc(NC(=O)CC(C)n2ccnc2)c1 (stereo unspecified)
→ -8%, 0%, -1%, -19%, 6%, 0%, 13%, 9%, -18%
> CC(=O)Nc1ccc(S(=O)(=O)NCC2CCC(C(=O)NCCC3=CCCCC3)CC2)cc1 (stereo unspecified)
→ -3%, -5%, -8%, 18%, -10%, -5%, -3%, 3%, -6%
> N#Cc1nc(-c2ccc([N+](=O)[O-])cc2)oc1N1CCCCC1
→ -9%, 6%, -1%, 60%, -22%, -2%, -10%[2.33 µM], -3%, -4%
> CCOc1ccc(-c2nnc(N3CCOCC3)c3ccccc23)cc1
→ 15%, 0%, -3%, 0%, 15%, -12%, 10%, 14%, 1%
> CC(C)OC(=O)c1ccc(NC(=O)c2cccc(-n3cnnn3)c2)cc1
→ -15%, 2%, ·, ·, -9%, ·, -32%[2.33 µM], 33%, -13%
> COc1cccc(-n2c(C)nnc2SCC#N)c1
→ -6%, ?, -3%, 11%, 0%, -4%, 3%, 3%, -9%
> COc1ccc2sc(N(Cc3cccnc3)C(=O)CCc3ccccc3)nc2c1
→ -17%[60.1 µM], -10%, -6%, 15%, 1%, 221%[activator], 1%[59 µM], ·, -19%
> O=C(CSc1nccc(=O)[nH]1)NC1CCCCCCC1
→ -3%, ·, ·, ·, 24%, ·, ·, 1%, -8%
> COC(=O)c1ccc(CSc2nc3c(cnn3-c3ccc(Cl)cc3)c(=O)[nH]2)o1
→ -11%, -19%, -12%, ?, 20%, -2%, -6%[59 µM], -3%, -16%
> Cc1ccc(S(=O)(=O)c2nc(-c3ccccc3)oc2NCCCN2CCOCC2)cc1
→ -25%, -32%, -2%, -17%, 0%, -13%, ?, 1%, 3%
> O=C1C(=O)N(CCN2CCCCC2)c2ccccc21
→ -8%, -2%, -12%, 36%, -5%, 5%, 8%[59 µM], -2%, -5%
> COC(=O)NCC(C)OC(=O)Nc1cccc(Cl)c1 (stereo unspecified)
→ -9%, 39%[activator], -2%, 19%, 14%, -22%, 37%[59 µM], -1%, -22%
> COc1ccc(C2C=C(c3ccc(F)cc3)NC(=S)N2)cc1OC (stereo unspecified)
→ -4%, ?, -1%, ?, -11%, -7%, 45µM*, -9%, -6%
> COc1ccc(C(=O)COC(=O)c2ccc3ccccc3n2)cc1
→ -7%, -27%, -1%, 23%, -11%, -23%, ?, 4%, -11%
> CCN(CCCNC(=O)C1CCC(=O)N1Cc1ccccc1Cl)c1cccc(C)c1 (stereo unspecified)
→ -10%, ?, 0%, 5%, 4%, -12%, 45µM*, 2%, -14%
> COc1ccc(-c2cccc(-c3cc(=O)oc4cc5c(cc34)OCO5)c2)cc1
→ -10%, ·, -2%[75.6 µM], ·, -1%, -10%[110 µM], 36%, -17%&-3%, -6%
> Cc1c(Nc2nc3ccccc3nc2NS(=O)(=O)c2cccc(Cl)c2)c(=O)n(-c2ccccc2)n1C
→ -3%, -20%, -5%, 3%, 6%, 3%, -49%, -3%, -7%
> CC1CN(C(=O)c2cc3cc(Cl)cc(Cl)c3oc2=O)CC(C)O1 (stereo unspecified)
→ 4%, 9%, 2%, 26%, ?, -8%, 2%[59 µM], 5%, -9%
> C=CCn1c(=O)c2ccccc2n2c(SC(C)C(N)=O)nnc12 (stereo unspecified)
→ 3%, 3%, -1%, 80%, 0%, -11%, 4%[2.33 µM], 2%, -20%
> Cn1nnnc1SCC(=O)Nc1ncc(C(F)(F)F)cc1Cl
→ -15%, ·, ·, ·, 84%[activator], ·, ·, 6%, -10%
> COc1ccc(Cn2c3nc4ccccc4nc3c3c(=O)n(Cc4ccco4)c(C)nc32)cc1
→ ·, 50µM*, ?, 10µM*, ·, ?, ?, ?, ·
> C/C=C1\COC(C(=O)NCc2ccccn2)(C(F)(F)F)C=C1C=C(C)C (stereo unspecified)
→ -5%, ·, -6%, ·, -22%, -10%, ·, -6%, ·

Compound profiles (already shown). Values in the order: POLK inh | BAZ2B block | BLM helicase inh | POLB inh | Pol iota inh | Anesthetic bind | G9a inh | APEX1 inh | POLH inh
Shown for O=C1C(=O)N(CCN2CCCCC2)c2ccccc21 : -8% | -2% | -12% | 36% | -5% | 5% | 8%[59 µM] | -2% | -5%
Shown for Cc1ccc(S(=O)(=O)c2nc(-c3ccccc3)oc2NCCCN2CCOCC2)cc1 : -25% | -32% | -2% | -17% | 0% | -13% | ? | 1% | 3%
Shown for COc1ccc(C(=O)COC(=O)c2ccc3ccccc3n2)cc1 : -7% | -27% | -1% | 23% | -11% | -23% | ? | 4% | -11%

From PubChem BioAssay
